# Screening data (PubChem BioAssay)
# HCV inhibitor: blocks hepatitis C virus; Huh7.5.1 HCVcc-Cre infection, luciferase reporter, 44 h; 340,000 compounds, 3.4% hits; AID 651820; Potency, µM (titrated, usually from 41.8 µM), for the others: top-dose activity change, negative = inhibition, most hits filed as inhibitors; also: potency is read from the fitted curve at half-maximal effect
#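 A cell-based infection assay in which seeded cells (1,000 per well) receive test compound after 4 h, are inoculated with HCVcc-Cre at approximately 0.5 moi, and are incubated 44 h before luminescence detection.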
# AmpC inh detg: blocks E. coli AmpC beta-lactamase in detergent assay; P00811; AmpC hydrolysis of nitrocefin, absorbance 480 nm, 0.01% Triton; Potency, µM (highest dose often 114 µM), inactives show top-dose activity change, negative = inhibition, hits mostly inhibitors; 370,000 compounds, 0.041% hits; AID 485294;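 also: potency is read from the fitted curve at half-maximal effect; 0% = no-compound wells and -100% = no-enzyme wells; nearly all actives have a fitted effect of over 25% in size; some results filed as inactive show a strong effect at the top dose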
# Target sequence (P00811 whole entry, looked up): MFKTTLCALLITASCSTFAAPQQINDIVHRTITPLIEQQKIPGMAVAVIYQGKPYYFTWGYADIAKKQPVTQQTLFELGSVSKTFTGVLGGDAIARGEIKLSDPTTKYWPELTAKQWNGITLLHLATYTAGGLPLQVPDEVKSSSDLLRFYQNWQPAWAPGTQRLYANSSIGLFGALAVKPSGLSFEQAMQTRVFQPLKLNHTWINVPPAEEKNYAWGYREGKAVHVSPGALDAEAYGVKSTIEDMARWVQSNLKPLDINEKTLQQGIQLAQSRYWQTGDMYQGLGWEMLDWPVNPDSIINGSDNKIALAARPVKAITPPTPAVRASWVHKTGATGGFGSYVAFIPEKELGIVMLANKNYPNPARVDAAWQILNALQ
#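 AmpC (5.3 nM in the dispensed reagent) in 20 mM phosphate pH 7.0 with 0.01% (detergent screen) or 0.0001% Triton X-100 was preincubated with compounds for 15 min at room temperature. Nitrocefin was then added from an 800 uM solution, and hydrolysis was followed at 480 nm.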
# AMA1-RON2 inh: disrupts binding of P. falciparum AMA1 to RON2; AlphaScreen AMA1-biotinylated RON2 peptide binding; Potency, µM (doses to about 58.2 µM), without a hit: at the top dose activity change, negative = inhibition, usual class: inhibitors; 360,000 compounds, 0.2% hits; AID 720542;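 also: potency is read from the fitted curve at half-maximal effect; 0% = vehicle wells and -100% = peptide control; nearly all actives have a fitted effect of over 45% in size; some results filed as inactive show a strong effect at the top dose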
#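 AMA1 (3D7) with his tag at 25 nM final met compounds first, then biotinylated RON2 peptide at 25 nM; detection used donor plus acceptor beads, 10 µg/mL apiece, read by AlphaScreen after 30 min at room temperature.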
# HCMV inh: blocks human cytomegalovirus replication; activity change, negative = inhibition, % at 57.5 µM; 410,000 compounds, 4.5% hits; HFF cells, HCMV-luciferase reporter, 72 h; active compounds read low; in the data active = activity change below about -60%; inconclusive = no clear call, values can overlap the other calls; inactive = above about -39%
#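 HFF cells seeded 16 h at 37C, treated with compounds, infected with luciferase-reporter HCMV at MOI 1 PFU/cell; luciferase read at 72 h post infection, normalized to buffer-only and Salinomycin controls.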
# FBPA Giardia inh: inhibitors of Giardia lamblia fructose-1,6-bisphosphate aldolase; A8B2U2; purified Giardia FBPA; Potency, µM (doses to about 59.6 µM), for the others: top-dose activity, negative = inhibition, hits mostly inhibitors; 290,000 compounds, 0.71% hits; AID 2451; also: potency is read from the fitted curve at half-maximal effect; nearly all actives have a fitted effect of over 55% in size
# Target sequence (A8B2U2 whole entry, looked up): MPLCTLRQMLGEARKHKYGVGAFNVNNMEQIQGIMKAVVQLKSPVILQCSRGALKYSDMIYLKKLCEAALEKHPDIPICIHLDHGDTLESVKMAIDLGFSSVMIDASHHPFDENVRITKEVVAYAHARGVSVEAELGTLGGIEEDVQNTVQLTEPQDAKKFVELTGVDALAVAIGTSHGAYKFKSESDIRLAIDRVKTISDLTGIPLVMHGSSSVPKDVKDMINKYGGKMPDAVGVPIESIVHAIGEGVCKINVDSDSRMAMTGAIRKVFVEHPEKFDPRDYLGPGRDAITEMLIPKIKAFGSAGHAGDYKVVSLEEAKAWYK
#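 40 nM FBPA preincubated 10 min at RT with compound (up to 57.5 uM final), then substrate plus GAPDH/TPI/NAD/arsenate coupling and diaphorase/resazurin added. Fluorescence read after 20 min at RT, 525/598 nm.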
# Sm TGR inh: inhibitors of Schistosoma mansoni thioredoxin glutathione reductase; purified TGR, DTNB reduction, TNB absorbance 405 nm; Potency, µM (top dose mostly 114 µM), for inactives: at the top dose activity change, negative = inhibition, actives largely listed as inhibitors; 360,000 compounds, 3% hits; AID 485364; also: potency is read from the fitted curve at half-maximal effect; nearly all actives have a fitted effect of over 60% in size
#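 Kinetic colorimetric format: TGR-catalysed, NADPH-driven DTNB reduction monitored via TNB absorbance. Enzyme dispensed at 20 nM; compound exposure 15 min at room temperature before reaction start.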
# * hit, by the source's call; ? = inconclusive; . = no result given; & = joins results of further samples; [ ] = another dose, or the depositor's remark. Unless noted, calls follow the shape of the dose curve; as a rule, active = well fitted curve in the direction sought with a large enough effect; inconclusive = small, poorly fitted or top-dose-only effect, or another doubt; inactive = no such curve, though single readings can be large; an effect the other way counts as inactive or inconclusive. Unless noted, % is scaled to controls: 0 for no effect and ±100 for the full control effect. Rows are unselected, and some 9.3% of all compounds hit somewhere here.
# The line under a structure holds: FBPA Giardia inh, HCV inhibitor, HCMV inh, Sm TGR inh, AmpC inh detg, AMA1-RON2 inh
COc1ccc(S(=O)(=O)N(CC(=O)NC2CC2)Cc2ccccc2)cc1
  10%, 14%, ?, 6%, 3%, 8%
O=C(COC(=O)c1cc(S(=O)(=O)N2CCCC2)ccc1O)NCCc1ccccc1
  ., 11%, ?, -7%, -9%, -6%
CSc1cccc(NC(=O)CN(C)S(=O)(=O)c2ccc3c(c2)n(C)c(=O)c(=O)n3C)c1
  ., ., 9, -1%, 2%, .
Fc1ccc(-c2ccc3c(c2)C2CC3CCN2Cc2ccc3c(c2)OCO3)cc1 (configuration not stated)
  ., -36%, -20, ., ., ?
O=C(c1cccc(S(=O)(=O)N2CCCCC2)c1)N(CCc1ccccc1)Cc1ccccc1
  ., ?, -38, 4%, -18%, -5%
CCOC(=O)c1c(C)oc2nc(C)nc(NCCc3ccc(OC)c(OC)c3)c12
  ., ., 0, -8%, -11%, .
COc1ccc(OC)c(NC(=O)c2cccc(C)c2[N+](=O)[O-])c1
  1%, ?, ?, -7%[57.1 µM], -2%, 0%
CC(=O)c1ccc(N2CCN(CC(O)COCc3ccco3)CC2)cc1 (configuration not stated)
  ?, -1%, 72, -18%, 1%, ?
CCc1nnc(NC(=O)CSc2nnc(Cc3ccccc3)n2Cc2ccccc2)s1
  9%, -5%, -6, 0%, -11%, -3%
N=C1C(c2ccccc2)=C(O)CN1c1cccc(S(=O)(=O)Nc2cccc(C(F)(F)F)c2)c1
  6%, 23%, 11, -1%, -4%, 4%
CSc1nc(Cl)c(Cc2ccc(OC(C)C)cc2)c(N2CCOCC2)n1
  2%, ?, ?, 6%, -10%, -6%
COc1cccc(N2CC(NS(=O)(=O)c3ccc4ccccc4c3)CC2=O)c1 (configuration not stated)
  ., -6%[8.37 µM], -5, 6%, -7%, -5%
COc1cc(C)c(C)cc1S(=O)(=O)N1CCN(Cc2ccccc2)CC1
  4%, 5%, -62*, -33%, 0%, 22%
CCCN1CCC(N2CCN(c3cccc(C(F)(F)F)c3)CC2)CC1
  2%, 11µM*, -22, 8%, 8%, 1%
O=C(Nc1cc(F)ccc1F)c1ccc(-n2cncn2)c([N+](=O)[O-])c1
  ., -25%, -5, 3%, -2%, 3%
COC(=O)C1=C(C)NC(C)=C(C(=O)OCC2CCCO2)C1c1cccc(Br)c1 (configuration not stated)
  ., -9%, -5, 5%, 12%, 28%
Cc1ccc(S(=O)(=O)NC(=NC(C)C)c2ccccc2)cc1
  4%, 11%, 4, 22%, -3%, 2%
O=C1c2ccccc2C(=O)N1C/C=C/CN1C(=O)c2ccccc2C1=O
  4%, -5%, ., 0%, 0%, .
Cc1cc2oc3ccc(NCCCN4CCOCC4)cc3c(=O)c2cc1C
  ., 9%, -6, ., ., -2%
C[C@@H](C(=O)O)[C@@H]1C[C@@]1(C)[C@@H](NC(=O)OCc1ccccc1)c1ccccc1
  3%&2%, -7%[8.37 µM], -10, 1%, ?, -2%

# Some of the entries above, set out differently.
compound,FBPA Giardia inh,HCV inhibitor,HCMV inh,Sm TGR inh,AmpC inh detg,AMA1-RON2 inh
Fc1ccc(-c2ccc3c(c2)C2CC3CCN2Cc2ccc3c(c2)OCO3)cc1 (configuration not stated),.,-36%,-20,.,.,?
O=C(c1cccc(S(=O)(=O)N2CCCCC2)c1)N(CCc1ccccc1)Cc1ccccc1,.,?,-38,4%,-18%,-5%
CCOC(=O)c1c(C)oc2nc(C)nc(NCCc3ccc(OC)c(OC)c3)c12,.,.,0,-8%,-11%,.
COc1ccc(OC)c(NC(=O)c2cccc(C)c2[N+](=O)[O-])c1,1%,?,?,-7%[57.1 µM],-2%,0%
CC(=O)c1ccc(N2CCN(CC(O)COCc3ccco3)CC2)cc1 (configuration not stated),?,-1%,72,-18%,1%,?
CCc1nnc(NC(=O)CSc2nnc(Cc3ccccc3)n2Cc2ccccc2)s1,9%,-5%,-6,0%,-11%,-3%
N=C1C(c2ccccc2)=C(O)CN1c1cccc(S(=O)(=O)Nc2cccc(C(F)(F)F)c2)c1,6%,23%,11,-1%,-4%,4%
CSc1nc(Cl)c(Cc2ccc(OC(C)C)cc2)c(N2CCOCC2)n1,2%,?,?,6%,-10%,-6%
COc1cccc(N2CC(NS(=O)(=O)c3ccc4ccccc4c3)CC2=O)c1 (configuration not stated),.,-6%[8.37 µM],-5,6%,-7%,-5%
COc1cc(C)c(C)cc1S(=O)(=O)N1CCN(Cc2ccccc2)CC1,4%,5%,-62*,-33%,0%,22%

# Additional records follow:
# The line under a structure holds: FBPA Giardia inh, HCV inhibitor, HCMV inh, Sm TGR inh, AmpC inh detg, AMA1-RON2 inh
CCCS(=O)(=O)N1CCCC(C(=O)N2CCC(Cc3ccccc3)CC2)C1 (configuration not stated)
  1%, ?, -2, -12%, -3%, 4%
CC(C)CC(=O)Nc1ccnn1C1CCN(C(=O)c2ccccc2F)CC1
  ., 3%, 29, ., ., 2%
COc1ccc(C2CC(=O)C=C(NCc3ccccc3)C2)cc1 (configuration not stated)
  9%, -21%, -33, 14%, 4%, 12%
CCOC(=O)N1CCN(c2ncnc3c2oc2nc(C)c4c(c23)CC(C)(C)OC4)CC1
  5%, 11%, ., -13%, -14%, .
O=C1C(=O)c2ccccc2C(O)=C1CC=C(Cl)Cl
  ., -1%, -95*, ., ., ?
CN1CCN(c2nc(-c3cccnc3)nc3scc(-c4ccccc4)c23)CC1
  5%, -9%, -34, 5%, 4%, -19%
CC(C)=CCCC1=CCC(/C=N/NC(N)=O)C(C)C1 (configuration not stated)
  3%, 6%, 59, 10%, -3%, 0%
COc1ccc(-c2cc(C(F)(F)F)n3nc(-c4ccccc4)cc3n2)cc1OC
  ., ., -16, 1%, 0%, .
COc1ccccc1N1CC(C)C(=O)NC1=S (configuration not stated)
  -5%, 38%[activator], -3, -10%, 5%, -21%
COC(=O)CN(Cc1ccco1)S(=O)(=O)c1ccccc1
  -4%, 6%, -29, 22µM*, 3%, -5%
CCCCn1cnc2c(SCc3ccccc3Cl)nc(N)nc21
  ., ?, -5, ., ., -8%
COc1ccc(NS(=O)(=O)c2cc(C(=O)N3CCN(C/C=C/c4ccccc4)CC3)ccc2C)cc1
  ., ?, -33, -11%, ?, -6%
O=C(c1ccco1)N1CCN(C(c2coc3ccc(Cl)cc3c2=O)c2nnnn2C2CCCC2)CC1 (configuration not stated)
  ., 6%, -38, ., ., 0%
C=C1CC(COc2cc(=O)oc3ccccc23)(c2ccccc2)OC1=O (configuration not stated)
  ., ?, 216, ., ., -15%
COc1ccc(C2=NN(C(=O)c3cccnc3)C(c3ccccc3)C2)cc1 (configuration not stated)
  5%, 5%, ?, -8%, -2%, 8%
Cc1ccc(C2(C)NC(=O)N(CC(=O)c3ccc(Cl)s3)C2=O)cc1 (configuration not stated)
  0%, 5%, ?, -7%, -9%, 0%
N#Cc1ccc(OCC(=O)Nc2ccncc2)cc1
  -16%, -5%, -16, 13%, -2%, 2%
S=c1[nH]nc(-c2ccc(Cl)cc2)n1/N=C/C=C/c1ccco1
  -1%, -14%, -8, 40µM*, -6%, 54%[activator]
COC(=O)C1=C(C)N(Cc2ccccc2)C(=NCCc2c[nH]c3ccccc23)N[C@H]1c1ccccc1
  6%, ?, ., -4%, -2%, -19%
Cc1ccc(N2CCN(C(=O)N3CCCC3)CC2)cc1Cl
  7%, 3%, 15, 2%, 2%, 1%
N#C/C(=C(/O)CN1C(=O)c2ccccc2C1=O)c1nc2ccccc2[nH]1
  -2%, 13%, 19, -15%, -16%, -5%
COc1cc(NC(=O)COC(=O)[C@@H]2CCCN2S(=O)(=O)c2ccc(Cl)cc2)cc(OC)c1OC
  -2%, 15%, 44, 0%, -15%, -1%
O=C(O)Cn1c(COc2ccc(Cl)cc2)nc2ccccc21
  6%, 11%, -36, 2%, -3%, -8%
O=C(O)CN1C(=O)NC2(CCc3ccccc32)C1=O (configuration not stated)
  -4%, 10%, -14, -6%, ?, 0%
c1ccc(CCn2nnnc2C(c2cccs2)N2CCOCC2)cc1 (configuration not stated)
  3%, 5%&10%, 26, -7%, ?, 0%
COc1ccc([C@H]2CC(=O)C=C(c3cc(C=O)ccc3OC)C2)cc1
  ., 12%, 95, -18%, -6%, -9%
CN(Cc1cnccn1)Cc1nc(Cc2ccccc2F)no1
  9%, 19%, 32, -12%, -4%, 2%
COc1ccc(N(CC(=O)N2CCC(C)CC2)S(=O)(=O)c2c(C)nn(C)c2C)cc1
  -1%, 13%, -22, 2%, -9%, 4%
N/C(CSc1ccc(Cl)cc1)=N\S(=O)(=O)c1ccc(Cl)cc1
  8%, 25%, 13, 6%, 2%, -1%
CCOC(=O)CSc1nnc(NC(=O)CN2CCCCC2)s1
  ?, -6%, 4, 2%, -4%, 28%
Cc1ccc2cn[nH]c2c1N
  -26%, 15%, 94, -15%, -8%, 6%
Cc1ccc(N(CC(=O)NCc2ccccc2)C(=O)CCC(=O)Nc2ccccn2)c(C)c1
  5%, -22%, -17, -7%, -8%, -3%
CC(C)(C)c1ccc(C(=O)Nc2ccc(-c3nc4cc(Cl)ccc4o3)cc2)cc1
  ., ., -7, -3%, 14%, .
CC(=O)CC(C)(C)n1nnc(-c2ccccc2)n1
  5%, 5%, 12, -7%, 1%, 4%
Cc1ccc(-c2nnn(CCC(=O)NC3CCCC3)n2)cc1
  -10%, -3%, -9, -6%, -10%, -1%
COc1ccc(CCNC(=O)Cn2c(=O)n(-c3ccc(F)cc3F)c(=O)c3sccc32)cc1OC
  0%, -26%, -16, -8%, ?, -1%
NC(=O)c1ccsc1NC(=O)COC(=O)Cc1c[nH]c2ccccc12
  ., ?, -1, 7%, ?, 0%
O=c1ccc2cc(S(=O)(=O)Nc3ccc(F)cc3)ccc2o1
  6%, ?, -25, -2%, -1%, -2%
O=C(CSc1nc(-c2cccs2)cc(C(F)(F)F)n1)NCc1ccco1
  8%, ?, -75*, ?, 1%, -5%
COc1ccc2c(c1)c1c(c(=O)n(CCc3ccccc3)c(=O)n1Cc1ccc(F)cc1)n2C
  ., ., 30, -12%, 1%, .
OCC[C@@H]1C[C@H](O)[C@@H](O)[C@]2(CCc3ccccc3CO2)O1
  2%, 15%, ?, -17%, -13%, -4%
CN(C)NC(=O)c1ccsc1NC(=O)c1ccc(S(=O)(=O)N2CCCC2)cc1
  3%, 22%, -33, -12%, 3%, 39%[activator]
COc1cccc(CNc2ccc3[nH]c(=O)[nH]c3c2)c1OCc1ccccc1F
  -2%, -1%, 26, -67%, -4%, ?
O=C(Nc1ccc(-c2nnn(CC(=O)N3CCN(C(=O)c4ccco4)CC3)n2)cc1)c1ccccc1F
  3%, ., 56, -1%, 5%, .
C[C@H](N)c1nnc(SCc2c(Cl)cccc2Cl)o1
  -9%, 10%, -13, 0%, 1%, -18%
CC(=O)O[C@H]1CC[C@@]2(C)[C@@H](CC[C@H]3[C@@H]4CC[C@H](C(C)O)[C@@]4(C)CC(=O)[C@@H]32)C1 (some centres not stated)
  ., 33%[activator], 64, 5%, 0%, -4%
